From PubChem
TRPML3 ag: agonists of human TRPML3 channel. Q8TDD5. HEK293 TRPML3-YFP, Fluo-8 calcium fluorescence; 100% = the carbachol control signal. activation, % at 3 µM. 220,000 compounds, 0.29% hits;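 active means activation above its plate's cutoff, the mean activation of the plate's test wells plus 3 SD, cut at about 12% in these data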;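 further: 0% = DMSO only wells and 100% = carbachol wells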
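system = HEK293 cells stably carrying human TRPML3-YFP | doses = one concentration, 3 µM nominal, 0.3% DMSO | timing = dye loading 1 h 37 °C then 30 min ambient, 125 s read | detection = Fluo-8 calcium dye fluorescence, ex 470-495, em 515-575 nm | benchmarks = high control carbachol 87 µM, low control DMSO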
PPC-1+TRAIL kill: compounds killing PPC-1 cancer cells with TRAIL present (potentiator screen, no TRAIL-free arm). PPC-1 cells + TRAIL, ATPLite viability luminescence. cell killing (% activity), % at 4 µM. 220,000 compounds, 0.41% hits;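 active means cell killing above 50% in the first pass at 4 µM, then a duplicate retest at 5 µM averaging 50% or more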;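 further: plate controls were cells with TRAIL plus DMSO for no effect and medium-only wells lacking cells for full effect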
EP2 modulator: modulators of human EP2 prostaglandin E2 receptor | P43116 | EP2-expressing cells, cAMP HTRF FRET, PGE2 co-stimulation | induction, % at 25 µM | 260,000 compounds, 0.83% hits | AID 940;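 active means compounds whose cAMP rise, as percent of the full-agonist control response, exceeds 60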;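 further: rat C6 glioma line stably carrying human EP2 under a CMV promoter; the protocol text gives 20 µM as final concentration; 100% = response of wells given 1 µM PGE2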
Target sequence (P43116 whole entry, looked up): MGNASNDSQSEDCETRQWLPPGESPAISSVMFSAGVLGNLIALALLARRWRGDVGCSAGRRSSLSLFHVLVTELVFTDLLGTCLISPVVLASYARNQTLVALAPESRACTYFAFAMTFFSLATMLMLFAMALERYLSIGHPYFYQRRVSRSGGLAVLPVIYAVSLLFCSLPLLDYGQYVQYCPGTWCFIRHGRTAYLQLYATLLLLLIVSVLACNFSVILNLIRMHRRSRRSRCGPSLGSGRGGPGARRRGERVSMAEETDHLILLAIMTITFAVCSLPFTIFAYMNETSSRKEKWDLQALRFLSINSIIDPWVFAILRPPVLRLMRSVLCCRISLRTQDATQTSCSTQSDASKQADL
14-3-3 Bad inh: disrupts binding of bovine 14-3-3 zeta to phospho-Bad peptide. TR-FRET 14-3-3zeta/Dy647-pBad peptide displacement, 1 h. inhibition, % at 21.7 µM. 220,000 compounds, 0.71% hits;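 active means inhibition above about 70%, limit read from the data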;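 further: 0% = full 14-3-3 plus peptide FRET controls and 100% = background without 14-3-3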
Target sequence (P63103 whole entry, looked up): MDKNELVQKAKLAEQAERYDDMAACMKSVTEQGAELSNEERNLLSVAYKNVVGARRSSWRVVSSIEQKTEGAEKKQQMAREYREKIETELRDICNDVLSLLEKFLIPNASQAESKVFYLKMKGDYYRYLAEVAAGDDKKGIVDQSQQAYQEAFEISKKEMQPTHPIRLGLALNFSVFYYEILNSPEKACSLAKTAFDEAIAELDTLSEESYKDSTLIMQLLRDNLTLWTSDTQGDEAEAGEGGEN
NPY1 pot ag: potentiates or activates human NPY-Y1 receptor; activation, % at 3.6 µM; P25929; NPY-Y1 expressing cells, potentiator/agonist activation; 220,000 compounds, 0.37% hits; AID 1304; in the data active means activation above about 33%, passing the limit was not always enough;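 further: cells stimulated with NPY at EC10 then isoproterenol at EC100; 0% = low agonist plus stimulus and 100% = saturating agonist plus stimulus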
Target sequence (P25929 whole entry, looked up): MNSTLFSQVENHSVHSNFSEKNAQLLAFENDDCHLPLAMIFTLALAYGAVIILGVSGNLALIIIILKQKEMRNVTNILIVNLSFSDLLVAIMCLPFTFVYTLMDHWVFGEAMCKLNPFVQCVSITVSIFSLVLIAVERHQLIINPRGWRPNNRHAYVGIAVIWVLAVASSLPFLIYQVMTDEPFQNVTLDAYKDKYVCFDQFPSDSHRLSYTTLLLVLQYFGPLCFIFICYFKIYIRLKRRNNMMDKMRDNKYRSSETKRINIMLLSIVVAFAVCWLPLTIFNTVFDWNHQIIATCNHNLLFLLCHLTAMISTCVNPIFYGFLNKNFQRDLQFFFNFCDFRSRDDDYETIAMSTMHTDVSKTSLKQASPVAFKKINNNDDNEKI
CHOP inh: inhibitors of CHOP induction in ER stress response; 220,000 compounds, 3.8% hits; inhibition, % at 10 µM; CHO-K1 CHOP-promoter luciferase, tunicamycin-induced, 15-18 h;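 active means compounds that reduced the stress-induced luciferase reporter signal by more than about 70% of percent inhibition, limit read from the data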;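 further: 0% = tunicamycin plus vehicle and 100% = wells without tunicamycin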
EP2 antag: blocks the human prostaglandin E2 receptor EP2. AID 1422. P43116. 260,000 compounds, 0.52% hits. C6 glioma cells expressing human EP2, cAMP TR-FRET; cells stimulated with saturating PGE2. inhibition, % at 25 µM;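 active means percent inhibition above 40 after rounding to a whole number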;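 further: rat C6 glioma host cells with rolipram phosphodiesterase inhibitor present; the protocol text gives 20 µM as final concentration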
TRPN1 ag: agonists of zebrafish TRPN1 channel | activation, % at 3 µM | HEK293 zebrafish TRPN1-YFP, Fluo-8 calcium fluorescence; 100% = response to 87 µM carbachol | 220,000 compounds, 0.18% hits | AID 1424;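 active means activation above its plate's cutoff, the mean activation of test wells on that plate plus 3 SD, cut at about 19% in these data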;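 further: 0% = DMSO alone and 100% = 87 µM carbachol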
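Assay system: Zebrafish TRPN1-YFP in HEK293 cells | Incubation: Dye loading 1 h at 37 °C, then 30 min room temperature | Measured by: Kinetic Fluo-8 fluorescence, ex 470-495, em 515-575 nm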
NPY Y1 blocker: antagonists of human neuropeptide Y receptor Y1. AID 1040. HEK293-CNG Y1 cells, membrane potential fluorescence; NPY at EC95, then isoproterenol. 200,000 compounds, 1% hits. inhibition, % at 3.6 µM. P25929;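 active means inhibition above the campaign mean inhibition of all tested compounds plus 3 SD, cut at about 20% in these data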;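 further: 0% = DMSO wells given NPY plus isoproterenol and 100% = isoproterenol alone without NPY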
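Test system: HEK293 cells co-expressing NPY Y1 receptor and cyclic-nucleotide gated channel; Also added: NPY (25 nM), isoproterenol (1 µM), Ro 20-1724 (25 µM); Compound dosing: one concentration, 3.6 µM, in 0.4% DMSO; Timing: dye 3 h, compound 60 min room temperature, stimulation 45 min; Technique: Membrane-potential fluorescent dye readout.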
Active calls of the source: *; · = not tested or not shown; & = joins results of further samples; [ ] = another dose, or the depositor's remark. Some of the compounds tested (hit frequency here may not be typical).

SMILES | TRPML3 ag | PPC-1+TRAIL kill | EP2 modulator | 14-3-3 Bad inh | NPY1 pot ag | CHOP inh | EP2 antag | TRPN1 ag | NPY Y1 blocker
C(=C\c1ccccc1)/CNCC1CCCO1 (centres undefined) | 0.4 | 37 | 29 | 2 | 10 | 5 | 3 | 0.6 | -1
Cc1c(NC(=O)/C=C/c2ccc(S(=O)(=O)N3CCOCC3)cc2)c(=O)n(-c2ccccc2)n1C | 0.0 | -8 | -5 | -5 | -1 | 6 | 0 | -0.3 | -2
CN(Cc1ccc(F)cc1)C(=O)CCc1nnc(-c2ccccc2)o1 | 0.5 | 13 | 3 | -6 | 8 | -23 | 5 | -0.8 | 1
Cc1ccsc1C1CC(=O)NC2=C1C(=O)CC(C)(C)C2 (centres undefined) | 0.3 | 10 | 21 | 2 | 15 | 31 | 18 | 0.7 | -1
CCOC(=O)C1=C(C)NC2=C(C(=O)C(C(=O)OCC)C(c3cccc(OC)c3)C2)C1c1ccccn1 (centres undefined) | -0.8 | -12 | -7 | -4 | 8 | 7 | 5 | 0.4 | 0
Clc1ccc(CN(CC2CCCO2)C(c2cccs2)c2nnnn2C2CCCC2)cc1 (centres undefined) | -0.3 | 3 | 26 | 20 | -16 | 15 | 5 | -0.8 | 40*
CC1Cc2ccccc2N1C(=O)COC(=O)c1cccnc1Cl (centres undefined) | 0.5 | 10 | -26 | -3 | 18 | 9 | 6 | 1.6 | -4
O=C(Cc1coc2ccc3ccccc3c12)Nc1nnc(C2CC2)s1 | -0.4 | 0 | 1 | 7 | -5 | 10 | · | -0.6 | 2
COC(=O)c1ccccc1NC(=O)CSc1n[nH]c(CC(C)C)n1 | 1.1 | 2 | 0 | 2 | -1 | 12 | 8 | -1.6 | -2
O=C(NCCN1CCOCC1)c1cc2n(n1)C(C(F)(F)F)CC(c1ccc(F)cc1)N2 (centres undefined) | 0.6 | 9 | -26 | 8 | 17 | 23 | 11 | 0.9 | -6
CCCCNC(=O)CCCCCNS(=O)(=O)c1ccc(Br)cc1 | 0.6 | 21 | 5 | -15 | 1 | 10 | 6 | -0.3 | -3
Cc1ccc(NC(=O)Cn2cnc3c(cnn3C(C)(C)C)c2=O)cc1 | 0.3 | 25 | 11 | -4 | 8 | 18 | 18 | 0.8 | -1
COc1ccc(NC(=S)Nc2ccc(OC(F)F)cc2)cn1 | 1.4 | 11 | -44 | -3 | -4 | 3 | 0 | 0.6 | 2
Cc1ccc(S(=O)(=O)Cc2ccc(C(=O)N3CCN(c4ccc(F)cc4)CC3)o2)cc1 | -0.1 | 20 | -18 | -2 | -16 | 64 | 10 | 1.1 | 1
CCOC(=O)N1CCN(C(=O)Nc2ccc3nc(-c4ccccn4)c(-c4ccccn4)nc3c2)CC1 | 0.7 | -6 | 8 | 4 | 10 | -3 | -6 | -0.1 | -9
N/C(Cc1ccc(Cl)cc1Cl)=N\OC(=O)Cc1ccc(Cl)cc1 | 0.3 | 9 | 6 | -8 | -13 | 68 | 11 | 0.3 | 4
CC(=O)/C(=C\N(C)C)Sc1ccc(Cl)cc1 | -0.4 | 5 | 7 | -6 | 16 | 19 | 6 | -1.2 | ·
O=C(NC1CCCC1)C(c1cccs1)N(C(=O)c1ccco1)c1ccc2c(c1)OCO2 (centres undefined) | -1.2 | 10 | 37 | -2 | 8 | 6 | 7 | 0.1 | 4
CCc1ccc2c(c1)C(c1ccc([N+](=O)[O-])cc1)=NNC(c1ccccc1)=N2 | 0.0 | -2 | 11 | -15[fluorescence artefact?] | -7 | 94* | 9 | -1.2 | 6
COC(=O)c1ccc(C)c(NC(=O)Cc2coc3cc(OC)ccc23)c1 | -0.8 | 4 | 6 | -10 | 8 | 8 | 8 | 0.3 | 4
Cc1c(NC(=O)c2ccccc2N(C)S(=O)(=O)c2ccccc2)c(=O)n(-c2ccccc2)n1C | 0.1 | 16 | 13 | -1 | -2 | 29 | 5 | -0.6 | 4
COCCn1c(N2CCN(c3ccc(OC)cc3)CC2)nc2c1c(=O)[nH]c(=O)n2C | 1.4 | -3 | -3 | -12 | 3 | -22 | 6 | 0.5 | -5
COc1ccccc1CN1C[C@@H]2C[C@@H](c3ccc(C)cc3)N3CCC[C@@]23C1=O | 0.1 | 2 | 13 | -6 | -2 | 5 | 9 | -1.2 | 4
Cc1ccc(S(=O)(=O)NCCSc2nnc(N)s2)cc1 | -0.2 | -4 | 12 | -14 | 2 | 51 | 10 | -0.2 | 0

Some entries already given with just TRPML3 ag, CHOP inh and EP2 antag:
| structure | TRPML3 ag | CHOP inh | EP2 antag |
| --- | --- | --- | --- |
| CCc1ccc2c(c1)C(c1ccc([N+](=O)[O-])cc1)=NNC(c1ccccc1)=N2 | 0.0 | 94* | 9 |
| COC(=O)c1ccc(C)c(NC(=O)Cc2coc3cc(OC)ccc23)c1 | -0.8 | 8 | 8 |

Additional results
SMILES | TRPML3 ag | PPC-1+TRAIL kill | EP2 modulator | 14-3-3 Bad inh | NPY1 pot ag | CHOP inh | EP2 antag | TRPN1 ag | NPY Y1 blocker
CCOC(=O)CNC(=O)Cn1cnc2ccc(S(=O)(=O)N3CCC(C)CC3)cc2c1=O | 0.5 | -16 | -8 | 7 | 0 | -22 | 6 | 1.9 | 0
O=C(N/N=C/c1cccc(O)c1)c1ccccc1O | 0.7 | 3 | -12 | 7 | 6 | 1 | 9 | 1.2 | ·
COc1ccc(NC(=S)NNc2ccc([N+](=O)[O-])cc2S(=O)(=O)Nc2ccc(C)cc2C)cc1 | 0.2 | 3 | -22 | -9 | 20 | 57 | 10 | 0.0 | -1
COC(=O)[C@H](CC(C)C)NC(=O)Nc1ccc(F)cc1 | 0.7 | 3 | 15 | 0 | 20 | -7 | 9 | 0.5 | ·
COC(CN(C(=O)CCl)C(C(=O)NC1CCCCC1)c1ccccc1C)OC (centres undefined) | -0.5 | 8 | 31 | -13 | -11 | -37 | 11 | -0.3 | 0
CCOC(=O)Cc1csc(NC(=O)CN2C(=O)c3ccccc3S2(=O)=O)n1 | 0.5 | 0 | 16 | -9[fluorescence artefact?] | 11 | 3 | 8 | 2.5 | 3
CC1(OC(=O)C2CCCC2)C(=O)C=C2C=C(c3ccsc3)N(Cc3ccco3)C=C2C1=O (centres undefined) | · | 9 | -17 | -7 | · | -7 | 18 | · | ·
N/N=C1\CCCc2nonc21 | 0.7 | 2 | 19 | -16 | -5 | -1 | 9 | 0.7 | 5
Cc1cccc(NC(=O)c2cccc(C(F)(F)F)c2)c1 | -0.2 | 4 | -22 | 0 | -15 | 2 | 6 | -1.0 | 7
Cc1cccc(NC(=O)CCn2ccnc2C)c1 | 0.0 | 21 | 17 | 0 | -2 | 30 | 9 | 0.7 | 11
NC(=O)/C(=C\c1ccccc1)NC(=O)c1ccc(NC(=O)c2ccccc2)cc1 | 0.8 | -2 | -73 | 0 | 2 | 7 | 22 | -0.6 | ·
COc1ccc(CCN(Cc2cc3cc(C)ccc3[nH]c2=O)C(=O)N2CCCC2)cc1OC | -0.8 | 11 | 17 | 3 | -25 | 14 | 8 | -1.0 | 0
COc1cccc(NC(=O)Cn2nc(Cc3cccnc3)c3ccccc3c2=O)c1 | -0.3 | 10 | 5 | 0 | 6 | -31 | 7 | -0.1 | 0
CCN(CC#CCC1(O)c2ccccc2-c2ccccc21)C(C)C | 0.3 | -5 | -10 | 2 | -1 | 5 | · | 0.8 | 8
CSc1ccccc1NC(=O)COC(=O)Cc1cccs1 | 0.0 | 0 | 10 | -5 | -11 | -8 | 4 | -0.6 | -1
O=S(=O)(Nc1ccc2ccccc2n1)c1ccc2c(c1)CCO2 | 0.6 | -3 | -59 | -8 | 13 | 25 | 12 | 2.0 | ·
Cc1ccc(S(=O)(=O)NCCC(=O)NCc2ccco2)cc1 | -0.3 | 7 | 30 | 3 | -9 | 27 | 8 | 0.2 | 0
S=C(NCc1cccs1)NCC1CCCO1 (centres undefined) | 0.2 | 10 | 0 | 4 | -11 | 8 | 0 | 0.2 | -2
CN(C)c1ccc(N=Nc2ccccc2C(=O)OCC(=O)Nc2ccccc2C(F)(F)F)cc1 | 0.2 | 1 | 24 | -5 | -3 | 17 | 13 | -0.2 | -4
C/C(=N\N1CCN(Cc2ccc(C)cc2)CC1)c1ccco1 | 0.7 | 22 | 9 | 0[fluorescence artefact?] | 6 | -20 | 8 | 1.6 | 0
O=C(CNCc1cccs1)Nc1ccc(S(=O)(=O)N2CCCCC2)cc1 | 0.7 | 11 | -55 | 30 | 9 | 25 | 4 | 1.9 | -4
CC(C)(CO)CNC(=O)CC1C(=O)NCCN1CC(c1ccccc1)c1ccccc1 (centres undefined) | 0.1 | 7 | -4 | 2 | -1 | 13 | 5 | 0.5 | -2
Cc1ccc(C(=O)Oc2cc(C)[nH]c(=O)c2[N+](=O)[O-])cc1 | -0.7 | 14 | 36 | 4 | 6 | 23 | 12 | -0.1 | 5
CCOC(=O)c1ccc(NC(=O)c2ccccc2[N+](=O)[O-])cc1 | 0.8 | 10 | -20 | 17 | -3 | -13 | 1 | 0.2 | 2
COc1ccc(-c2csc(NC(=O)CSc3ncn[nH]3)n2)cc1OC | 2.0 | 9 | -10 | -5 | -6 | 6 | 9 | 3.9 | -2
O=c1c(Cc2ccc(F)cc2)c(O)ccn1Cc1ccc(F)cc1 | -0.2 | 8 | -3 | -3 | 10 | 8 | 13 | -0.1 | 5
COCCNC(=O)C(c1ccco1)N(C(=O)Cn1nnc2ccccc21)c1ccccc1C (centres undefined) | 0.5 | 9 | 18&13 | -2[fluorescence artefact?] | 13 | 9 | 12&6 | -0.2 | 2
CCCCNC(=O)Nc1c(C(=O)OC)[nH]c2ccc(C)cc12 | -1.4 | 27 | -15 | -8 | -10 | 37 | 11 | -0.1 | 6
Cc1cc(C)[n+]2n1C(=O)C(c1ccccc1)=C2[O-] | 0.6&-0.2 | -2&6 | -16&-16 | -3&-22 | 20&-2 | 18&-14 | 8&1 | 0.7&1.1 | -2&-5
CCOC(=O)c1cn[nH]c1C(F)(F)F | 0.7 | -1 | -5 | -1 | 9 | 14 | 9 | 1.2 | ·
COc1cc(C(=O)Nc2ccc(C)cn2)c([N+](=O)[O-])cc1OC | 0.2 | -2 | 1 | 3 | -6 | 5 | 13 | 0.6 | 9
Cc1ccc(C)n1-c1ccc(-c2ccn[nH]2)cc1 | 0.5 | 16 | -49 | 3 | -25 | -38 | 8 | 1.4 | 8
CN(Cc1cccnc1)C(=O)CNC(=O)c1ccc(Cl)cc1Cl | -0.1 | 6 | -13 | -11 | -9 | -3 | 10 | 0.0 | -2
